# aGal spleen mod – inhibits or activates alpha-galactosidase in human spleen homogenate | AID 2107 | 0.008% of 240,000 active | P06280 | human spleen homogenate, 4MU-alpha-Gal fluorescence, 40 min | Potency, µM (titrated, usually from 80 µM), for inactives: at the top dose activity change, negative = inhibition, most hits filed as inhibitors;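 note: 0% = enzyme with vehicle and -100% = no enzyme basal signal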
# Target sequence (P06280 32-429 limits assumed): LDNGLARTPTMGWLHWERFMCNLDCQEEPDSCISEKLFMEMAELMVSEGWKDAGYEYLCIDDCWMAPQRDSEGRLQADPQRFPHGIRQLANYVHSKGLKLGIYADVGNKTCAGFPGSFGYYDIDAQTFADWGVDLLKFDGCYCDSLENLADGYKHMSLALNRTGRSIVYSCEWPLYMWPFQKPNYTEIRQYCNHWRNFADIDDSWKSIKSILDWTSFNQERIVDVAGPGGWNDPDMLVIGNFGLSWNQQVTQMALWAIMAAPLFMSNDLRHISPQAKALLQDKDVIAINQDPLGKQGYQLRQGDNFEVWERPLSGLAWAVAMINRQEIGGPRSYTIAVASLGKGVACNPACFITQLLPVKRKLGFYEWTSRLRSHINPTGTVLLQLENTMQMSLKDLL
#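 Spleen homogenate 1 ug + cpd (titration) + 4-MU-alpha-D-galactopyranoside 1 mM; 37C 40 min; 50 mM citrate/phosphate pH 5.0, 0.01% Tween-20; stop pH 10; fluorescence 365/440; AC50 via Hill.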
# GAA inh – blocks human lysosomal alpha-glucosidase; purified human GAA, 4-MU-alpha-glucoside fluorescence; 0.005% of 200,000 active; Potency, µM (titrated, usually from 76.9 µM), inactives show at the top dose activity change, negative = inhibition, usual class: inhibitors; P10253; AID 1466;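 note: plate controls were uninhibited enzyme wells for no effect and no-enzyme background for full effect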
#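 Human alpha-glucosidase, 4 nM, pre-mixed with test compounds before 400 uM 4-methylumbelliferyl substrate; 20 min room temperature at pH 5.0. Fluorescence read after pH 10 stop; AC50 values from Hill-equation fits.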
# HTT ATP protect – protects HTT-Q103 PC12 cells, measured by ATP. PC12 HTT-Q103 induced, cytoprotection, ATP luminescence, 40 h. Potency, µM (series often up to 56.4 µM), without a hit: cytoprotection (ATP increase), most hits filed as activators. 0.14% of 230,000 active. AID 1471;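 note: % of control where 0% means no effect; nearly all actives have a fitted effect of over 45% in size; toxic huntingtin expression switched on by the ecdysone agonist tebufenozide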
#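 PC12 cells with ecdysone-inducible HTT exon 1 Q103-GFP, induced with 100 nM tebufenozide and co-treated with library compounds in a dose series (1536-well, 1500 cells/well). Cytoprotection read as ATP content by ATPlite luminescence.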
# Tau fibril ThT – tau fibrillization inhibition (ThT binding); P10636; recombinant tau K18 P301L, heparin-induced fibrillization, ThT fluorescence; Potency, µM (highest dose often 57.4 µM), without a hit: top-dose activity, negative = inhibition, actives largely listed as inhibitors; 2.1% of 270,000 active; AID 1460; note: % is set by controls: 0 for no effect and ±100 for the full control effect; nearly all actives have a fitted effect of over 55% in size
# Target sequence (P10636 561-689 P618L limits assumed): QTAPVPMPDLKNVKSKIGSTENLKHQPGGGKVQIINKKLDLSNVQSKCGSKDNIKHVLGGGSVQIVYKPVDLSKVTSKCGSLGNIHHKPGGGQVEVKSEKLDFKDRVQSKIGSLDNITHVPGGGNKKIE
#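 Recombinant human tau K18 fragment […] carrying P301L, 15 uM unlabeled plus 0.24 uM Alexa 594-labeled, was fibrillized with 20 uM heparin in 100 mM sodium acetate pH 7 for 6 hr at 37 C; 30 uM ThT fluorescence read after 1 hr.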
# GAA spleen mod – inhibitors or activators of human alpha-glucosidase in spleen homogenate. human spleen homogenate, 4-MU-alpha-glucoside fluorescence. P10253. 0.006% of 240,000 active. AID 2112. Potency, µM (titrated, usually from 79.9 µM), inactives show at the highest dose activity change, negative = inhibition, actives largely listed as inhibitors;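 note: 0% = enzyme with vehicle and -100% = no enzyme basal signal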
#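 Enzyme source: human spleen homogenate, 1 ug/well. Buffer 50 mM citric acid/K phosphate pH 5.0, 0.01% Tween-20. 4-MU-alpha-glucoside 1 mM; 37 C x 40 min; NaOH/glycine stop; fluorescence.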
# Tau fluor cs – counter-screen for tau fibril formation inhibitors; tau K18 P301L (four-repeat tau fragment) Alexa594 fluorescence, heparin fibrillization; Potency, µM (series often up to 57.7 µM), for inactives: at the highest dose activity change, negative = decrease; 0.93% of 280,000 active; AID 1463; note: % is set by controls: 0 for no effect and ±100 for the full control effect; nearly all actives have a fitted effect of over 55% in size
#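 Human K18 P301L tau (15 uM unlabeled plus 0.24 uM Alexa 594-labeled, final) in 100 mM sodium acetate pH 7 was mixed with compound and 20 uM heparin and incubated 6 hr at 37 C.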
# Tau FP inhib – tau fibrillization inhibition (FP). P10636. K18 P301L tau heparin fibrillization, Alexa594 FP, 6 h. Potency, µM (series often up to 57.7 µM), without a hit: at the top dose activity, negative = inhibition, hits mostly inhibitors. 0.39% of 280,000 active. AID 1468; note: % is set by controls: 0 for no effect and ±100 for the full control effect; nearly all actives have a fitted effect of over 55% in size
#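 FP of Alexa 594-tau after heparin (20 uM) induction. Substrate: human K18 P301L, 15 uM unlabeled, 0.24 uM labeled. Buffer 100 mM sodium acetate pH 7. 6 hr, 37 C.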
# GAA glycogen – GAA glycogen-cleavage inhibition or activation. P10253. recombinant GAA, glycogen substrate, Amplex Red glucose oxidase fluorescence. Potency, µM (doses to about 76.4 µM), without a hit: top-dose activity change, negative = inhibition, hits mostly inhibitors. 0.38% of 300,000 active. AID 2100;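 note: 0% = full enzyme reaction and -100% = no-enzyme basal signal; the screen sought inhibitors and activators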
#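 Recombinant human alpha-glucosidase (4 nM final) hydrolysed bovine liver glycogen (30 ug) for 40 min at 37 C in pH 5.0 citrate/phosphate with 0.01% Tween-20. Released glucose detected by glucose oxidase/Amplex Red, Ex 573/Em 610 nm. Compounds up to 77 uM; AC50 from Hill fits.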
# An asterisk follows results filed as active; ? = inconclusive; nt = no result given; & = joins results of further samples; [ ] = remark or other dose. Calls come from the whole dose curve; as a rule, active = well fitted curve in the direction sought with a large enough effect; inconclusive = small, poorly fitted or top-dose-only effect, or another doubt; inactive = no such curve, though single readings can be large; an effect the other way counts as inactive or inconclusive. Potency is the fitted concentration of half-maximal effect. Outcome played no part in choosing rows; any-hit rate near 3.3%.
SMILES,aGal spleen mod,GAA inh,HTT ATP protect,Tau fibril ThT,GAA spleen mod,Tau fluor cs,Tau FP inhib,GAA glycogen
O=C(c1ccccc1)c1ccc(Oc2ncccn2)cc1,5%,-1%,5%,-3%,-4%,0%,1%,2%
COC(=O)C(Cc1ccccc1)NC(=O)c1cc(S(=O)(=O)N(C)C)ccc1Cl (stereo not drawn),1%,7%,-6%,1%,-1%,-2%,3%,8%
COC(=O)C1CCN(CC(=O)NC(=O)NC2CCCCC2)CC1,4%,10%,-16%,2%,9%,3%,3%,8%
COc1ccc(-c2c(C)[nH]n3c(=O)c(Cc4ccccc4)c(C)nc23)cc1,-4%,0%,7%[10 µM],5%,-4%,-6%,-11%,1%
COc1ccc(-c2nc(C(N)=O)c3[nH]c(=O)n(-c4ccccc4OC)c3n2)c(OC)c1,2%,-3%,-30%,-15%,-2%,-9%,-2%,8%
Cn1c(SCc2cc(=O)n3cc(Br)ccc3n2)nnc1C1COc2ccccc2O1 (stereo not drawn),-10%,1%,-4%,-1%,4%,4%,5%,11%
O=C(c1ccc2nc[nH]c2c1)N1CCc2ccccc2C1,-9%,-5%,-26%,3%,-6%,1%,3%,4%
Cc1cc(C)nc(NS(=O)(=O)c2ccc(NC(=O)C3COc4ccccc4O3)cc2)n1 (stereo not drawn),-2%,14%,16%[10 µM],3%,-2%,-3%,-1%,16%
O=S1(=O)C=C(SCc2ccccc2)Nc2ccccc21,6%,3%,-7%,0%,-9%,-4%,0%,10%
COc1ccc(C(C)=O)cc1COC(=O)CCCN1C(=O)c2ccccc2C1=O,5%,-5%,8%[10 µM],-6%,-10%,-11%,-1%,-10%
O=C(NNC(=O)c1ccccc1-n1cccc1)c1ccc(Cl)cc1,16%,-2%,-17%,2%,-3%,1%,-2%,-2%
COc1ccc(NC(=O)CCc2nc(-c3ccccc3F)no2)cc1,-8%,4%,-5%[0.074 µM],0%,-16%,-2%,2%,-1%
Cc1c(C)n(CC(O)CN2CCOCC2)c2ccccc12 (stereo not drawn),-3%,-6%,5%,-11%,1%,-6%,0%,-6%
CCc1c(O)nc(SCC(=O)Nc2ccc(OC)cc2)n(C2CCCCC2)c1=O,-9%,2%,-2%[10 µM],-13%,-1%,-4%,7%,-13%
O=C(CSc1nnc(COc2ccccc2)o1)c1ccccc1,3%,-4%,5%,?,8%,-19%,1%,1%
O=C(CSc1nc2ccccc2c(=O)[nH]1)N1CCCCCC1,-8%,5%,-43%[inhibitor],-4%,-12%,-3%,-4%,4%
Nc1cc(=O)[nH]c(SCC(=O)Nc2nc3ccc([N+](=O)[O-])cc3s2)n1,-9%,9%,-3%[10 µM],?,-2%,-15%,-7%,4%
CCCCOc1ccc(C(C)NC(=O)CCS(=O)(=O)Cc2ccc(C)cc2)cc1 (stereo not drawn),4%,-12%,-1%[10 µM],-3%,0%,-2%,0%,17%
CC(=O)Nc1c2c(nn1-c1cccc(Cl)c1)CS(=O)C2 (stereo not drawn),2%,-2%,-20%,0%,1%,-3%,2%,4%
Cc1nn(Cc2ccccc2Cl)c2sc(C(=O)Nc3nccs3)cc12,-25%,-3%,12%[10 µM],13%,-4%,-29%,?,4%
CC(=O)c1c(C)[nH]c(C(=O)CSc2nnc(C3CCCCC3)n2N)c1C,14%,-5%,12%,?,0%,-16%,-13%,-2%
COC(=O)c1cccc(NC(=O)C2COc3ccccc3O2)c1 (stereo not drawn),10%,-9%,3%,-12%,0%,-2%,-4%,-1%
O=S(=O)(c1ccc(-n2cnnn2)cc1)N1CCN(c2cccc(Cl)c2)CC1,nt,nt,nt,14%,nt,10%,-4%,1%[76.3 µM]
COC(=O)c1oc2c(c1C)C1(CCC2)SCCS1,3%,-9%,1%[10 µM],?,1%,-11%,-7%,-7%
Cc1cccc(NC(=O)c2c(NC(=O)c3ccccc3)sc3c2CCC3)c1,nt,nt,nt,-8%,nt,-22%,-6%,-17%[76.3 µM]
CN(C(=O)Cn1nnc(-c2ccc(S(C)(=O)=O)cc2)n1)c1ccccc1,nt,nt,nt,4%,nt,-3%,-1%,4%[76.3 µM]
CC1CCN(S(=O)(=O)c2cn(CC(=O)Nc3ccc(F)cc3)c(=O)c3ccccc23)CC1,nt,nt,nt,4%,nt,?,?,3%[76.3 µM]
CC(C)C(=O)N1c2nc(-c3ccco3)nn2C2(CCCCC2)[C@@H]2CCCC[C@@H]21,nt,nt,nt,-13%,nt,-16%,-2%,-8%[76.3 µM]
Cc1cccnc1CN1CCN(Cc2nc(Cc3cccc(F)c3)no2)CC1,2%,1%,-5%,-10%,-3%,-3%,-2%,3%
COc1ccc(CN(C)CC(=O)c2c(N)n(Cc3ccccc3)c(=O)n(C)c2=O)c(OC)c1,3%,-7%,-9%[10 µM],-2%,-16%,10%,3%,-1%
O=C1C=C(c2ccccc2)OC(=O)C1C(=O)c1ccccc1 (stereo not drawn),5%&-3%,-1%,-8%&8%[10 µM],-7%&-3%,1%&-14%,-8%&3%,1%&4%,4%&-3%
Cc1nc(Cl)sc1C(=O)NC(C)c1ccc(Cl)cc1 (stereo not drawn),-12%,-5%,11%[0.074 µM],-1%,-1%,3%,-4%,8%
N/C(=N\OC(=O)CCCc1ccccc1)c1cccnc1,-1%,4%,-25%[0.074 µM],1%,-7%,1%,-3%,10%
O=C(Nc1cc2ccccc2oc1=O)c1ccccc1,0%,5%,-112%[inhibitor],-10%,0%,-1%,-2%,4%
O=C(CCSc1ccccc1)NCCN1CCOCC1,4%,-1%,9%,-10%,-5%,-2%,-7%,5%
Cc1nn(-c2ccccc2)c2c1C1(C(=O)N(C(C)C)c3ccccc31)C(C#N)=C(N)O2 (stereo not drawn),1%,-3%,1%,25µM*,-3%,?,?,?
CCOC(=O)C1CCCN(C(=O)c2cc(-c3ccccc3)on2)C1 (stereo not drawn),-17%,-1%,-6%,-8%,-8%,-4%,7%,3%
O=C(CSc1nnnn1Cc1ccccc1)NC1CCCCC1,-8%,5%,-11%,-11%,-4%,-9%,-13%,17%
OC(CNCc1ccco1)COc1ccccc1 (stereo not drawn),-3%,-1%,1%,0%,-9%,-2%,0%,12%
Cc1ccc(S(=O)(=O)Nc2c(C)[nH]c(=O)[nH]c2=O)cc1C,8%,-8%,-1%[10 µM],-2%,-10%,-2%,-6%,0%
COc1ccc(C(=O)Nc2ccc(N3CCN(C(C)=O)CC3)cc2)cc1[N+](=O)[O-],-13%,3%,-51%[inhibitor],?,-8%,-15%,2%,6%
CCCC/C(O)=N\S(=O)(=O)c1ccc(N=NN(C)C)cc1,0%,2%,27%[10 µM],-5%,-17%,-6%,-11%,6%
CCCCNc1nc(C)nc2c1nc(-c1ccccc1)n2CC1CCCN1CC (stereo not drawn),1%,nt,-31%[inhibitor],10%,6%,-4%,-3%,nt
N/C(=N\OC(=O)c1csnn1)c1ccc(C(F)(F)F)cc1,-10%,nt,5%[10 µM],-11%,-7%,-7%,0%,3%
CCCCCCCCCOC(=O)C(CC(=O)O)N1CCOCC1 (stereo not drawn),4%,-4%,-49%[inhibitor],3%,9%,8%,1%,-10%
Cc1nc2ccc(S(=O)(=O)NCC(=O)N3CCOCC3)cc2s1,5%,5%,-11%,-1%,2%,0%,3%,-6%
COc1ccc(S(=O)(=O)N2CCc3ccccc32)cc1C(=O)NCCc1ccccn1,8%,-11%,-28%,-5%,-6%,-8%,-4%,6%
CC1CCCCC12NC(=O)N(Cn1nnc3ccccc3c1=O)C2=O (stereo not drawn),9%,-6%,-22%[10 µM],-2%,2%,-3%,0%,-2%

# A run of entries of the results above, for reference:
SMILES,aGal spleen mod,GAA inh,HTT ATP protect,Tau fibril ThT,GAA spleen mod,Tau fluor cs,Tau FP inhib,GAA glycogen
Cc1nn(-c2ccccc2)c2c1C1(C(=O)N(C(C)C)c3ccccc31)C(C#N)=C(N)O2 (stereo not drawn),1%,-3%,1%,25µM*,-3%,?,?,?
CCOC(=O)C1CCCN(C(=O)c2cc(-c3ccccc3)on2)C1 (stereo not drawn),-17%,-1%,-6%,-8%,-8%,-4%,7%,3%
O=C(CSc1nnnn1Cc1ccccc1)NC1CCCCC1,-8%,5%,-11%,-11%,-4%,-9%,-13%,17%
OC(CNCc1ccco1)COc1ccccc1 (stereo not drawn),-3%,-1%,1%,0%,-9%,-2%,0%,12%
Cc1ccc(S(=O)(=O)Nc2c(C)[nH]c(=O)[nH]c2=O)cc1C,8%,-8%,-1%[10 µM],-2%,-10%,-2%,-6%,0%
COc1ccc(C(=O)Nc2ccc(N3CCN(C(C)=O)CC3)cc2)cc1[N+](=O)[O-],-13%,3%,-51%[inhibitor],?,-8%,-15%,2%,6%
CCCC/C(O)=N\S(=O)(=O)c1ccc(N=NN(C)C)cc1,0%,2%,27%[10 µM],-5%,-17%,-6%,-11%,6%
CCCCNc1nc(C)nc2c1nc(-c1ccccc1)n2CC1CCCN1CC (stereo not drawn),1%,nt,-31%[inhibitor],10%,6%,-4%,-3%,nt
N/C(=N\OC(=O)c1csnn1)c1ccc(C(F)(F)F)cc1,-10%,nt,5%[10 µM],-11%,-7%,-7%,0%,3%
CCCCCCCCCOC(=O)C(CC(=O)O)N1CCOCC1 (stereo not drawn),4%,-4%,-49%[inhibitor],3%,9%,8%,1%,-10%
